Source: PubChem BioAssay
mABHD4 FP: inhibits mouse alpha/beta hydrolase domain 4; Q8VD66; purified mABHD4, FP-Rh probe fluorescence polarization; inhibition, % at 8.92 µM; 0.54% of 370,000 active; AID 720543;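 active = inhibition exceeding the mean over every tested compound plus 3 SD, cut at about 30% in these data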;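 note: 0% = plate median of compound wells and 100% = S159A mutant with DMSO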
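Test system: mABHD4 protein | Buffer or medium: HEPES pH 7.0 buffer, 150 mM NaCl, 0.01% Pluronic F-127 | Probe or stimulus: FP-Rh fluorescent activity-based probe, added after compound pre-incubation | Timing: Pre-incubation 45 min, probe exposure 60 min, at 25 °C | Technique: Fluorescence polarization, excitation 525 nm, emission 598 nm, BODIPY TMR filters | Repeats: Single well per compound (singlicate)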
HTRA1 inh: inhibitors of human serine peptidase HTRA1. recombinant HTRA1, FP-rhodamine activity-based probe, fluorescence polarization. inhibition, % at 5.96 µM. 0.5% of 340,000 active; in the data active = inhibition above about 36%;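 note: 0% = enzyme with DMSO and 100% = wells lacking enzyme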
Target sequence (Q92743 whole entry, looked up): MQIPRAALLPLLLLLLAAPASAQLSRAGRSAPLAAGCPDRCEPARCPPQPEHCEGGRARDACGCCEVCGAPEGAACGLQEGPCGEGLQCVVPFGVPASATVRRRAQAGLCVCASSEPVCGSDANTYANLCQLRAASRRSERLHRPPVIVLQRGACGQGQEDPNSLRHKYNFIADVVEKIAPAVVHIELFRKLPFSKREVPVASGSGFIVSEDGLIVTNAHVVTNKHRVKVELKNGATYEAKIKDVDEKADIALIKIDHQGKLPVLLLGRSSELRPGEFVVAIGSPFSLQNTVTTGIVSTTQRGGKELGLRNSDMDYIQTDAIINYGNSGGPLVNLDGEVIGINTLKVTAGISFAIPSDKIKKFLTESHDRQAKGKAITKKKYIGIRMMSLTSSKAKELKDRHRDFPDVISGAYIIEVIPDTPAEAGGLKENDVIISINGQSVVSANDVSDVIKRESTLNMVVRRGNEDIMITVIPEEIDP
SMARCA2 act: increases SMARCA2 function in MMTV reporter cells; AID 652017; MG213 cells, MMTV-luciferase reporter, dexamethasone, overnight; 1% of 370,000 active; activation, % at 9.1 µM; in the data active = activation above about 7.8%;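 note: 0% = vehicle wells and 100% = reference activator wells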
ASAP1 GAP inh: blocks human ASAP1-stimulated Arf1 GTP hydrolysis; inhibition, % at 16.5 µM; GDP FP detection; Q9ULH1; AID 624377; 0.19% of 360,000 active; in the data active = inhibition above about 25%;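 note: 0% = vehicle with enzyme and substrate and 100% = no enzyme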
Target sequence (Q9ULH1 325-724 limits assumed): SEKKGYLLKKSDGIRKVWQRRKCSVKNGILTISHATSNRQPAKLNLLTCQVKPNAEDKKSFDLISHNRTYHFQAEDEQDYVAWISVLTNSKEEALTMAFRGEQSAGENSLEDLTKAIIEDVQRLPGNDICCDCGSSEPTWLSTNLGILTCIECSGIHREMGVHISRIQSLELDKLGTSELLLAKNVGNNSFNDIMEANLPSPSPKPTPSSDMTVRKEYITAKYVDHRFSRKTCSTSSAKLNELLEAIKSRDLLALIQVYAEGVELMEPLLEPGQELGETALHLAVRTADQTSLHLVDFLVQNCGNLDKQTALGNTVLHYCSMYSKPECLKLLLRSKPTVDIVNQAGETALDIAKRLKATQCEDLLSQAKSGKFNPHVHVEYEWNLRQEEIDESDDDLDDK
Rev-erbA mod: modulators of human Rev-erb alpha DNA binding | activity, % at 10 µM | Rev-erbα–FITC-DNA binding, fluorescence polarization, 90 min | 0.79% of 370,000 active | P20393;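 active = activity above about 14%, limit read from the data; passing the limit was not always enough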;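 note: 0% = DMSO wells with 35 nM protein and 100% = DMSO wells with 750 nM protein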
NPR1 activator: GC-A (human) enzyme activation; AID 1671463; HEK293 GC-A cells, cGMP TR-FRET, EC30 ANP; 0% at EC30 ANP, 100% saturating ANP; P16066; activation, % at 10 µM; 0.14% of 370,000 active; in the data active = activation above about 40%
GC-B act: GC-B (human) receptor activation. P20594. HEK293-GC-B cells, CNP EC30, cGMP TR-FRET; 0% at EC30 CNP, 100% saturating CNP. activation, % at 10 µM. 0.11% of 370,000 active. AID 1920062;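 active = activation at 10 µM reaching about 35% in either raw or pattern-adjusted values, limit read from the data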
PG9 Ab binder: PG9 antibody binding by small molecule; TR-FRET gp120-PG9 antibody binding; inhibition, % at 6.7 µM; 0.43% of 360,000 active; in the data active = inhibition above about 8.5%
ARFGAP1 inh: rat ARFGAP1 inhibition; Q62848; Arfgap1-stimulated ARF1 GTP hydrolysis, GDP FP detection; inhibition, % at 16.5 µM; 0.26% of 360,000 active; AID 651572;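 active = inhibition above a per-plate limit, mean inhibition of low control wells plus 3 SD, cut at about 25% in these data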;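 note: 0% = DMSO wells with enzyme and 100% = wells lacking Arfgap1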
Target sequence (Q62848 1-136 limits assumed): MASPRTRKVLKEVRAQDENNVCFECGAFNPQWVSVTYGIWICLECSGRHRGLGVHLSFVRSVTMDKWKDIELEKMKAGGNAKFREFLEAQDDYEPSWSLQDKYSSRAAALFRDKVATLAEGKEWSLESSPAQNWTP
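Material: truncated rat Arfgap1 GAP domain; Incubation: compound-enzyme preincubation 20 min, reaction 120 min, detection 60 min, 25 °C; Read-out: percent inhibition of Arfgap1-stimulated GTP hydrolysis; Technique: FP, GDP Alexa 633 tracer displaced from anti-GDP antibody, 620/688 nm; Controls: No-Arfgap1 wells (100%) versus DMSO full-reaction wells (0%); Replication: single well per compound.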
rCAG binder: molecules binding r(CAG) RNA repeats | 1.3% of 370,000 active | r(CAG) RNA repeat, TO-PRO-1 dye displacement fluorescence | inhibition, % at 3 µM;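 active = inhibition above the plate cutoff, the mean of all test compounds on that plate plus 3 SD, cut at about 35% in these data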;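 note: 0% = DMSO alone and 100% = 100 µM mitoxantrone as full dye displacement; higher means more dye released from RNA so lower well fluorescence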
Numbers without * were called inactive; . = no result given.

SMILES | mABHD4 FP | HTRA1 inh | SMARCA2 act | ASAP1 GAP inh | Rev-erbA mod | NPR1 activator | GC-B act | PG9 Ab binder | ARFGAP1 inh | rCAG binder
Cc1ccc(C(=O)N/C(=C\c2ccco2)C(=O)NCCN2CCOCC2)cc1 | 0.0 | 1.1 | -0.2 | 3.0 | -0.7 | -0.9 | 3.0 | 0.2 | 1.5 | 1.7
COc1cccc(/C(C#N)=C/c2c(-c3ccc(Cl)cc3)nc3c(C)cccn23)c1 | -9.7 | -17.1 | -3.0 | -0.5 | -0.2 | 3.3 | -4.4 | 0.1 | -4.5 | 5.9
O=C(NN1C(=O)c2ccccc2C1=O)C1CCCCC1 | -0.2 | 0.7 | -0.2 | -2.9 | 4.0 | -2.1 | 1.3 | -2.9 | -0.8 | -0.2
NS(=O)(=O)c1ccc(-c2ccc(/C=C3\C(=O)Nc4cc(Cl)ccc43)o2)cc1 | -3.6 | -8.5 | -0.7 | 12.9 | -17.9 | 4.3 | 1.8 | 7.5 | 5.6 | 46.1*
Cn1c(=O)c2cc(S(=O)(=O)N3CCN(c4ccc(F)cc4)CC3)ccc2n(C)c1=O | 5.4 | . | 4.3 | . | -7.5 | -2.1 | -6.1 | . | . | 1.4
Nc1c(Br)cc(Br)c2c1[nH]c(=O)c1ccccc12 | 24.9 | 13.5 | -2.6 | 2.5 | 16.6 | -9.2 | 1.3 | 4.4 | 8.0 | 33.6
CCn1c(=S)[nH]c2sc3c(c2c1=O)CCCCC3 | 12.8 | -2.9 | -1.8 | 3.6 | -0.9 | 10.5 | 5.7 | 5.7 | -15.3 | 5.5
Nc1cc(N)nc(SCC(=O)N2CCc3ccccc32)n1 | -4.7 | 2.3 | 2.4 | 1.9 | -3.3 | 0.5 | -2.6 | 0.8 | -12.8 | 9.8
COc1ccc2c(c1)c(=O)cc(C)n2CC(=O)NCc1ccco1 | 4.0 | 1.4 | -1.9 | 1.3 | 3.5 | 11.3 | 4.7 | 1.4 | -4.2 | 1.3
COc1ccc(S(=O)(=O)N2CCN(CC(O)COc3ccc(CC#N)cc3)CC2)cc1OC (configuration not stated) | -3.6 | -0.5 | -0.4 | 12.8 | -5.2 | -3.4 | -2.6 | -0.7 | 5.4 | 5.0
CCc1nc2ccc(C(=O)Nc3cccc(OC)c3)cn2c1N(CC)Cc1cccc(Br)c1 | -10.7 | . | -3.4 | 3.2 | 0.1 | -3.3 | 1.4 | -0.1 | 13.7 | 5.8
Cc1ccc(/C=C(\C#N)C(=O)Nc2c(C)cccc2C)s1 | -26.5 | -23.0 | -1.5 | -5.6 | -0.3 | 2.3 | -2.5 | -0.9 | 11.1 | 0.0
CC(C)c1ccc(NC(=O)COC(=O)CC2CCCC2)cc1 | -1.3 | -11.3 | -2.5 | 3.9 | -4.1 | 4.3 | 2.0 | -0.5 | -2.4 | -3.6
O=C(Cn1nc(Cc2cccnc2)c2ccccc2c1=O)NCC1COc2ccccc2O1 (configuration not stated) | 0.9 | 2.5 | -1.1 | -3.5 | 1.7 | -4.1 | -1.0 | 0.5 | -7.4 | 0.3
CC(C)C[C@H]1CN([C@@H](Cc2ccccc2)CN2CCC[C@@H]2CN2C(=O)C(=O)NC[C@@H]2Cc2ccc(O)cc2)C(=O)C(=O)N1CC1CCCCC1 | 7.7 | . | -2.8 | 3.1 | -1.3 | -3.4 | 1.9 | 0.6 | -2.3 | 4.8
COC(=O)c1ccc2c(=O)n(CCN3CCOCC3)c(SCC(=O)Nc3ccc(OC)cc3OC)nc2c1 | 2.6 | 4.9 | 0.1 | 15.3 | -12.8 | -1.9 | -2.0 | 0.4 | -8.2 | -0.6
COc1cc2c(cc1O)CCN(C(=O)CSc1nncn1C)[C@@H]2C | 0.5 | 5.8 | -2.5 | 4.3 | -2.9 | -1.5 | -3.2 | -2.4 | 7.9 | 0.6
O=C(c1cccc([N+](=O)[O-])c1)N(c1ccccn1)c1ccccn1 | -0.7 | -0.4 | 8.0* | 6.6 | -1.8 | 2.0 | 2.7 | -3.3 | 4.5 | 1.1
COCCNC(=O)c1ccccc1NC(=O)CSc1ccc(C)cc1 | 7.0 | -7.7 | -1.8 | -4.4 | 4.0 | -1.3 | -1.7 | 2.7 | -2.9 | -4.7
Cc1[nH]n(-c2ccccc2)c(=O)c1-c1cccc(Cl)c1 | 2.0 | 3.5 | 2.6 | -9.1 | -2.5 | 3.6 | 0.3 | -3.1 | -2.6 | 5.5

3 of the entries above in order of the mABHD4 FP value, descending:
| molecule | mABHD4 FP |
| --- | --- |
| Nc1c(Br)cc(Br)c2c1[nH]c(=O)c1ccccc12 | 24.9 |
| Cc1ccc(C(=O)N/C(=C\c2ccco2)C(=O)NCCN2CCOCC2)cc1 | 0.0 |
| O=C(c1cccc([N+](=O)[O-])c1)N(c1ccccn1)c1ccccn1 | -0.7 |

Next structures
SMILES | mABHD4 FP | HTRA1 inh | SMARCA2 act | ASAP1 GAP inh | Rev-erbA mod | NPR1 activator | GC-B act | PG9 Ab binder | ARFGAP1 inh | rCAG binder
COc1ccc(/C=N/NC(=S)Nc2ccccc2)cc1COc1ccc(F)cc1F | -6.4 | -42.1 | -3.6 | -5.9 | -0.3 | -1.9 | -4.6 | 0.1 | 2.9 | 20.9
CCc1[nH]nc2c1C1(C(=O)N(Cc3ccccc3)c3ccccc31)C(C#N)=C(N)O2 (configuration not stated) | -4.3 | -5.7 | 1.6 | -4.0 | 2.5 | -16.9 | -7.0 | -1.4 | -9.6 | -3.9
CCCn1nnc(NC(=O)c2ccc([N+](=O)[O-])cc2Cl)n1 | -6.1 | -3.5 | 3.3 | -7.3 | 2.5 | 4.3 | -0.3 | -2.0 | 6.7 | 0.8
CCOC(=O)CSc1nnc(CNC(=O)c2ccc(OC)cc2)n1C1CCCCC1 | -1.5 | 3.1 | -0.6 | -0.2 | -0.5 | 4.4 | 0.6 | 1.1 | 2.4 | -9.4
C=CCNc1nnc(C)c2ccccc12 | -5.8 | 3.8 | -2.6 | -1.0 | -9.6 | 4.8 | -8.5 | 0.6 | -6.0 | 0.3
C=C(C)c1cccc(C(C)(C)NC(=O)Nc2ccccc2OCC)c1 | -3.8 | 2.9 | 5.8 | 0.1 | 3.1 | -6.6 | -8.9 | 2.5 | 4.9 | -0.1
c1ccn(-c2ccc(-c3ccn[nH]3)cc2)c1 | -7.7 | -3.0 | 6.4 | 2.2 | -1.4 | -2.2 | -10.6 | 0.2 | 5.2 | 0.0
CCN(CCCCCN(C)C)Cc1cc2ccccc2o1 | 7.7 | -3.3 | -2.7 | 1.8 | -7.1 | -0.1 | -1.0 | 0.8 | 2.9 | -0.7
CCOc1ccc(N2CC(C(=O)Nc3cccc(C(=O)NC4CC4)c3)CC2=O)cc1 (configuration not stated) | 6.4 | 1.1 | -1.9 | -1.7 | 6.4 | -1.9 | 6.8 | 1.3 | 3.9 | -0.2
CCN(C(=O)COC(=O)c1ccc(S(=O)(=O)N2CCCc3ccccc32)cc1)C1CCS(=O)(=O)C1 (configuration not stated) | 0.0 | 3.4 | 3.1 | 7.6 | -0.1 | -0.4 | 5.8 | -0.7 | -6.1 | -3.2
CC(=O)Nc1ccc(S(=O)(=O)NC(C)C(=O)OCC(=O)NC2CCCC2)cc1 (configuration not stated) | -2.2 | -0.9 | -4.7 | 4.0 | 2.2 | -1.7 | 0.7 | -1.1 | -7.7 | 3.8
O=C(CCC(=O)Nc1cc(C(F)(F)F)ccc1Cl)N/N=C\c1cc([N+](=O)[O-])ccc1O | -7.0 | 3.6 | -1.4 | -5.1 | 1.3 | -4.4 | 2.4 | 1.1 | -7.6 | 20.1
Cc1occc1-c1nnc(SCC(N)=O)o1 | 2.2 | -1.4 | 4.3 | -1.9 | 5.2 | 1.3 | -2.8 | -0.8 | 10.4 | -3.2
COc1ccc(NC(=S)N2CCN(S(=O)(=O)c3ccccc3)CC2)cc1 | 6.1 | 2.8 | -2.0 | 15.1 | -1.1 | 2.1 | -1.6 | -0.1 | -5.9 | 0.8
Nc1[nH]c2cc(Cl)ccc2c1C(=O)NCCc1ccc(Cl)cc1 | 19.0 | . | -0.5 | . | -6.6 | -2.7 | -6.3 | . | . | 8.3
CCc1ccc(OCC(=O)Oc2ccc([N+](=O)[O-])cc2)cc1 | 4.8 | 6.0 | -0.3 | 1.7 | -0.4 | 0.7 | 3.3 | 0.0 | -7.0 | 1.5
CCOc1ccccc1-c1ccc(C(=O)NCc2ccc(Cl)cc2)o1 | -33.8 | . | -3.0 | 5.0 | 2.4 | -2.6 | -8.2 | -0.7 | 10.7 | 4.7
CN(C)c1ccc(C=Nc2cnn(C)c2C(N)=O)cc1 | -5.5 | 3.6 | 0.3 | 5.0 | -0.2 | -7.6 | 1.5 | -3.4 | 1.5 | 1.3
COc1ccccc1Nc1nc2ccc(C)cc2cc1C#N | 4.1 | 1.5 | -1.7 | 6.1 | 8.4 | 0.4 | -3.1 | 0.8 | 16.2 | 0.0
O=C1NC(=O)C(CC(=O)N(Cc2ccco2)C2(C(=O)NC3CCCC3)CCCCC2)N1 (configuration not stated) | 0.6 | 2.9 | -1.9 | 5.4 | -3.4 | 5.8 | -1.0 | -1.9 | -4.0 | -3.8
CCOc1ccc(S(=O)(=O)N2CCN=C2c2ccccc2)c(C)c1C | 2.5 | -3.3 | -1.9 | 12.6 | -2.8 | 2.5 | 1.1 | 0.7 | -1.1 | -6.4
Cc1ccc(NS(=O)(=O)c2ccc3c(c2)CC(=O)N3)c(C)c1 | -4.8 | -22.4 | -1.6 | 2.7 | -1.6 | -5.4 | 1.3 | -0.2 | 9.8 | 13.8
CN(C(=O)CSc1nnc(-c2ccco2)n1C)C1CCCCC1 | -2.4 | -6.8 | -0.7 | -0.4 | -5.1 | 2.4 | 7.0 | -0.4 | 2.9 | -8.8
C[C@@]12C(=O)N(c3ccc(F)cc3)C(=O)N1[C@@H]1c3ccccc3OC[C@@H]1[C@H]2c1ccccc1 | -9.2 | -13.1 | 0.9 | 0.9 | -1.1 | 0.6 | -0.1 | -1.3 | 1.6 | -5.8
COC(=O)C1=C(C)N(C(C)c2ccccc2)C(=O)C1 (configuration not stated) | 5.7 | -3.1 | -0.4 | -5.0 | -8.2 | -2.6 | -2.3 | -0.9 | -9.2 | 1.4
O=C(Nc1nnc(CCN2CCCCC2)s1)C1CCCCC1 | 3.4 | 3.5 | 1.2 | -2.9 | 1.0 | 2.1 | 3.5 | 0.5 | 13.8 | 3.1
COc1cc(C(C)=NNC(=O)c2ccncc2)ccc1O | 0.4 | 2.6 | -3.7 | -18.6 | 7.6 | -1.9 | -2.7 | -2.4 | -10.9 | 3.1
Cc1cccc(C(=O)Nc2cc(S(=O)(=O)N3CCOCC3)ccc2N2CCCC2)c1 | -3.9 | -1.3 | -2.1 | -0.2 | 1.9 | -0.2 | 3.7 | 1.2 | -2.9 | -1.2
CCC1=C/C(=C/c2sc3ccccc3[n+]2CC)CC(C)(C)C1 | 11.2 | . | 3.0 | -8.3 | 5.8 | -26.0 | -10.0 | 1.6 | -15.5 | 0.3

With a hit mark in SMARCA2 act, of those listed so far:
SMILES	mABHD4 FP	HTRA1 inh	SMARCA2 act	ASAP1 GAP inh	Rev-erbA mod	NPR1 activator	GC-B act	PG9 Ab binder	ARFGAP1 inh
O=C(c1cccc([N+](=O)[O-])c1)N(c1ccccn1)c1ccccn1	-0.7	-0.4	8.0*	6.6	-1.8	2.0	2.7	-3.3	4.5
